D2 antag = antagonists of human D2 dopamine receptor; 340,000 tested, 2% active; inhibition, % at 10 µM; HEK293 TREx D2 cells, calcium flux, dopamine EC80; in the data active = inhibition above about 30%; also: 0% is about no effect
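Cells plated overnight at 30 C with tetracycline; no-wash calcium dye, 30–90 min RT; 10 s baseline; compound pinned; 180 s read; EC80 dopamine added; another 180 s read.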
RXFP1 antag = blocks the human relaxin receptor RXFP1; Q9HBX9; HEK293-RXFP1, relaxin-stimulated cAMP HTRF, 30 min; hits give low values; activity change, negative = inhibition, % at 57.5 µM; 350,000 tested, 0.59% active; AID 1259400;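 active = activity change of -60% or lower, but not beyond a set lower limit; inconclusive = change between -60% and -40%, or beyond the set limit; inactive = change above -40%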; also: % is scaled to controls: 0 for no effect and ±100 for the full control effect
D1 agonist = human D1 receptor agonism; activation, % at 2 µM; AID 504660; P21728; 360,000 tested, 1% active; HEK293 T-REx D1 cells, calcium flux, agonist mode; also: 0% is about no effect
Target sequence (P21728 whole entry, looked up): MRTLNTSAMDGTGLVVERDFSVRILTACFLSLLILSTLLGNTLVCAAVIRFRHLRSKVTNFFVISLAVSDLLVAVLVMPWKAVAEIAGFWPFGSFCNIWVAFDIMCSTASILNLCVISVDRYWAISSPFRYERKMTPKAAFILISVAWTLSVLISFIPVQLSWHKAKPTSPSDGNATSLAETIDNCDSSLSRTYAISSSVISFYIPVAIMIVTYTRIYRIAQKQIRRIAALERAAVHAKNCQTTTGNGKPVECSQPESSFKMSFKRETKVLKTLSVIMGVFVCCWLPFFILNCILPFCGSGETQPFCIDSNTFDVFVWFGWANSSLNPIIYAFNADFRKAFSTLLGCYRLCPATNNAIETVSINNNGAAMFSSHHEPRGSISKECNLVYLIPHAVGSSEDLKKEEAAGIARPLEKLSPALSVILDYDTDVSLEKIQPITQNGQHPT
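Inducible HEK293 T-REx D1 cells, force-coupled to calcium signalling, were plated at 4000 cells/well with tetracycline and held overnight at 30 C. After no-wash calcium dye loading, compound-evoked calcium rise over 180 s flagged agonists.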
TRHR enhancer = allosteric enhancers of human TRH receptor | P34981 | TRHR cells, fluo-8 calcium fluorescence, EC20 TRH enhancement | 360,000 tested, 0.66% active | enhancement, % at 2 µM; in the data active = enhancement above about 30%; also: 0% is about no effect
Target sequence (P34981 whole entry, looked up): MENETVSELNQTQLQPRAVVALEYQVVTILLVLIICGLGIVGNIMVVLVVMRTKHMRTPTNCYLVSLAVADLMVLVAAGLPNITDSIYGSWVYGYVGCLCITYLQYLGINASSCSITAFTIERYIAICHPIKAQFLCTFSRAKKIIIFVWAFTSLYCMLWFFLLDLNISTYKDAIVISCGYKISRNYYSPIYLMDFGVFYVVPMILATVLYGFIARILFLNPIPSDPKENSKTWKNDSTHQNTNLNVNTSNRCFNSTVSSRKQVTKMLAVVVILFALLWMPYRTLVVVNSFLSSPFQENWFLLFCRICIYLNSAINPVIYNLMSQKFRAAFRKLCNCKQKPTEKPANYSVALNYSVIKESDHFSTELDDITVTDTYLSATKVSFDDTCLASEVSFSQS
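Enhancer read-out: after compound pinning and an initial kinetic agonist-mode read, an EC20 of TRH (10 nM final) was injected and fluo-8 calcium signal (Ex 480/Em 530) followed at 1 s/cycle for 100 cycles in TRHR-expressing cells.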
TRHR ag = activates the human TRH receptor. AID 493084. P34981. 360,000 tested, 0.18% active. activation, % at 2 µM. TRHR cells, calcium flux fluo-8, FDSS agonist mode; also: 0% is about no effect
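In this calcium-flux screen, cells bearing human TRHR are dye-loaded with fluo-8, baselined for 10 cycles, then exposed to library compounds; positive kinetic calcium responses during the agonist phase mark hits, with TRH as control.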
D2 ag = D2 dopamine receptor (human) agonism. HEK293 T-REx D2 cells, calcium flux agonist mode. activation, % at 2 µM. 340,000 tested, 0.53% active. AID 485358;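 active = activation over 3 SD above normal in the single-dose calcium agonist read, cut at about 30% in these data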; also: 0% is about no effect
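Tetracycline-induced HEK293 Trex cells with D2 receptor force-coupled to calcium signaling, plated overnight at 30 C and loaded with no-wash calcium dye. Calcium flux read kinetically for 180 s after compound addition; responses flag agonists.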
D1 PAM = potentiators of human D1 dopamine receptor; P21728; HEK293 TREx D1 cells, calcium flux, dopamine EC20 potentiation; potentiation, % at 10 µM; 360,000 tested, 0.036% active; in the data active = potentiation above about 30%; also: 0% is about no effect
D1 antag = antagonists of human D1 dopamine receptor; 360,000 tested, 3.2% active; HEK293 TREx D1 cells, calcium flux, dopamine EC80; hits give low values; activity change, negative = inhibition, % at 10 µM; in the data active = activity change below about -30%; also: % is scaled to controls: 0 for no effect and ±100 for the full control effect
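Tetracycline-induced HEK293 T-REx cells with force-coupled D1 receptor were loaded with a no-wash calcium dye. Compound was added after a 10 s baseline and read kinetically for 180 s; EC80 dopamine was then added and calcium flux followed another 180 s.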
D2 PAM = positively modulates the human D2 dopamine receptor allosterically | P14416 | HEK293 T-REx D2, calcium flux, EC20 dopamine potentiation | potentiation, % at 10 µM | 340,000 tested, 0.34% active | AID 485347;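 active = potentiation over 3 SD above the plate norm, cut at about 30% in these data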; also: 0% is about no effect
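Potentiation of an EC20 dopamine calcium response measured kinetically over 180 s, after a preceding 180 s compound-only read flagging agonists. Cells: inducible Hek293 Trex D2 line, 4000/well, cultured overnight at 30 C before dye loading.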
Numbers without * were called inactive; ? = inconclusive; · = not tested or not shown; & = joins results of further samples. Rule as the data show it, unless noted: active = activation above about 30%; inactive = the rest. Random draw from the library. About 7.3% of those tested had a hit in this group.

SMILES	D2 antag	RXFP1 antag	D1 agonist	TRHR enhancer	TRHR ag	D2 ag	D1 PAM	D1 antag	D2 PAM
COCc1c(C(=O)N/N=C(/C)c2ccc(OCc3ccccc3)cc2)nnn1-c1nonc1N	·	17	1	-2	0.4	·	2	3	·
Cc1cc(C)n2nc(S(=O)(=O)Nc3c(Cl)cccc3Cl)nc2n1	1	-14	2	-6	-0.2	0.6	-6	2	-3
CCOC(=O)N1CCC2(CC1)C(C(=O)C13CC4CC(CC(C4)C1)C3)C2(C#N)C#N (stereo unspecified)	10	-6	0	-2	-0.8	1.4	-5	4	-9
O=C(Nc1ccccc1-c1nc2ccccc2s1)c1cccnc1	2	-3	2	-1	-0.6	-1.5	-1	6	6
Cc1c(CCC(=O)NCCC(=O)O)c(=O)oc2cc3occ(-c4ccccc4)c3cc12	-11	-1	1	10	-0.4	0.9	16	8	9
Cc1ccc(C(=O)c2cn[nH]c2-c2cc(Cl)ccc2O)cc1	4	24	58*	3	-0.1	0.9	-4	-19	25
CCCC(=O)Nc1ccc2oc(-c3ccc(OC)c(Br)c3)nc2c1	-6	3	2	-25	0.5	0.6	0	1	1
O=C(NC(=S)NCc1ccccc1)c1ccccc1F	12	-6	5	-1	0.3	1.5	-5	-14	-12
COc1ccc(C2=NS(=O)(=O)N(C)C(C(=O)Nc3cc(C)ccc3O)=C2)cc1OC	-16	?	1&0	-1&2	-0.5&0.0	-0.2&2.3	-8&0	-9&7	0&20
CC(C)[C@H](NC(=O)Nc1ccccc1F)C(=O)O	0	6	1	6	0.4	0.6	-1	-12	-3
Cc1ccc(NC(=O)COC(=O)c2c(-c3ccccc3)noc2C)cc1	·	2	2	-5	0.0	·	-1	-11	·
CCCOC1CCCN(C(=O)CCCn2nnnc2CN2CCOCC2)C1 (stereo unspecified)	-5	1	3	-14	-1.3	-1.2	1	2	6
O=C(CCN1C(=O)C2CCCCC2C1=O)Nc1cc([N+](=O)[O-])ccc1Cl (stereo unspecified)	-54	-11	6	-2	-0.3	0.6	·	6	2
CCSc1nnc(-c2cc(Br)ccc2N)c(=O)[nH]1	-2	3	-1	-2	-0.3	-0.6	4	0	-9
O=C(CSc1ccc(-c2ccc(-n3cccn3)cc2)nn1)Nc1ccccc1F	-20	-12	-2	-4	-0.3	0.2	-2	-8	11

One compound at a time (already shown):
O=C(CCN1C(=O)C2CCCCC2C1=O)Nc1cc([N+](=O)[O-])ccc1Cl (stereo unspecified) is listed as D2 antag: -54; RXFP1 antag: -11; D1 agonist: 6; TRHR enhancer: -2; TRHR ag: -0.3; D2 ag: 0.6; D1 PAM: ·; D1 antag: 6; D2 PAM: 2
Cc1cc(C)n2nc(S(=O)(=O)Nc3c(Cl)cccc3Cl)nc2n1 is listed as D2 antag: 1; RXFP1 antag: -14; D1 agonist: 2; TRHR enhancer: -6; TRHR ag: -0.2; D2 ag: 0.6; D1 PAM: -6; D1 antag: 2; D2 PAM: -3

Other records.
SMILES	D2 antag	RXFP1 antag	D1 agonist	TRHR enhancer	TRHR ag	D2 ag	D1 PAM	D1 antag	D2 PAM
Cc1cccc(NC(=O)CSc2nc(=O)n(Cc3cccnc3)c3c2CCC3)c1	·	·	-3	8	-0.9	0.3	-2	·	19
Cc1ccc2nc(C)c(C(=O)N/N=C/c3cccs3)cc2c1	-5	-1	1	25	-0.2	0.5	9	12	2
O=C(CSc1nnc(C2CC2)n1C1CC1)Nc1cccc(Br)c1	-30	-5	3	-2	-0.6	-1.8	-2	-5	14
CN1C=CC=C/C1=C1\SC(=S)N(N)C1=O	-5	-23	2	6	0.2	4.3	1	19	18
O=C(O)c1cc(S(=O)(=O)Nc2cccc(S(=O)(=O)N3CCCC3)c2)ccc1Cl	0	-2	2	2	-1.8	-1.1	3	0	9
CC1C(c2ccccc2)C(C#N)(C#N)C2(C#N)C(=O)NC1(N)C2C (stereo unspecified)	-14	-5	14	10	-1.2	0.4	0	0	6
COc1cccc(CN(C)CC(=O)Nc2cccc(S(N)(=O)=O)c2)c1OC	7	3	0	3	-1.5	-1.0	-4	4	-6
Cc1nn(-c2ccccc2)c2c1C(O)CC(C)(C)C2 (stereo unspecified)	3	4	0	5	0.8	0.4	1	3	6
COc1cccc(C(=O)Nc2ccc(C)cc2)c1	-9	-9	1	0	0.3	-1.5	-2	-10	-12
COc1cccc(N2CCN(C(=O)CSc3ccc(F)cc3)CC2)c1	-33	-6	2	15	0.0	0.0	2	-2	7
CC(C)(C)c1ccc(OCc2nc(-c3ccccn3)no2)c(Br)c1	38*	-2	6	-13	0.0	0.3	1	5	7
S=c1nc(-c2cccc(Cl)c2)[nH][nH]1	4	-6	0	6	0.4	0.4	-2	17	·
CSCC[C@H](NC(=O)N1CCn2c1nc1ccccc12)C(=O)NCc1ccccc1	7	14	0	2	2.5	1.4	-5	1	2
O=C(N/C(=C/c1ccc(Br)cc1)C(=O)N1CCOCC1)c1cccs1	-3	-15	3	-6	2.5	-0.3	0	11	0
Cc1c(-c2ccc(Cl)cc2)c(=O)oc2c(CN3CCN(C)CC3)c(O)ccc12	·	6	1	1	-0.1	·	0	2	-7

Printed as active in D2 antag (from the list above):
SMILES	D2 antag	RXFP1 antag	D1 agonist	TRHR enhancer	TRHR ag	D1 PAM	D1 antag	D2 PAM
CC(C)(C)c1ccc(OCc2nc(-c3ccccn3)no2)c(Br)c1	38*	-2	6	-13	0.0	1	5	7

Of the compounds above, three contain a COOH group:
SMILES	D2 antag	RXFP1 antag	D1 agonist	TRHR enhancer	TRHR ag	D2 ag	D1 PAM	D1 antag	D2 PAM
Cc1c(CCC(=O)NCCC(=O)O)c(=O)oc2cc3occ(-c4ccccc4)c3cc12	-11	-1	1	10	-0.4	0.9	16	8	9
CC(C)[C@H](NC(=O)Nc1ccccc1F)C(=O)O	0	6	1	6	0.4	0.6	-1	-12	-3
O=C(O)c1cc(S(=O)(=O)Nc2cccc(S(=O)(=O)N3CCCC3)c2)ccc1Cl	0	-2	2	2	-1.8	-1.1	3	0	9

(further entries)
SMILES	D2 antag	RXFP1 antag	D1 agonist	TRHR enhancer	TRHR ag	D2 ag	D1 PAM	D1 antag	D2 PAM
COc1ccc(C(C(=O)NCc2ccccc2)N(C(=O)c2snc(C(N)=O)c2N)c2ccccc2OC)cc1 (stereo unspecified)	-5	?	6	-4	0.2	0.2	-2	-2	3
Cc1ccc(N(C(C)C(=O)Nc2c(C)n(C)n(-c3ccccc3)c2=O)S(C)(=O)=O)cc1C (stereo unspecified)	6	-4	0	-4	-0.7	-1.6	4	22	-5
COc1ccc(CN(C)CC(=O)N(C)CC(=O)Nc2ccccc2Br)cc1F	-3	-9	3	-3	-0.6	·	-1	2	3
CCOC(=O)c1[nH]c2ccc(F)cc2c1NC(=O)CCN1CCSCC1	16	9	0	0	0.4	0.2	-4	-14	-6
COc1ccc(C(=O)C[n+]2ccc(N)c(C)c2C)cc1	·	5	20	2	-0.5	·	0	-4	·
CCCOc1ccc(CN(CCC#N)C(=S)NC(=O)c2ccccc2)cc1	-2	?	8	-6	-0.8	14	10	-14	-3
Cn1c(SCC(=O)Nc2ccc3[nH]c(=O)[nH]c3c2)nnc1-c1ccccc1	-24	-12	1	-7	0.0	0.7	-5	-12	-6
CCCN1CCc2c(sc(NC(=O)c3ccc(S(=O)(=O)N(C)c4ccccc4)cc3)c2C(N)=O)C1	-4	0	133*	10	63*	78*	6	-20	0
Nc1ccc(-c2nc3ccccc3[nH]2)cc1	-3	·	4	3	0.1	0.9	-7	2	3
COc1ccccc1C(=O)COC(=O)Cn1c(C)csc1=O	8	3	3	2	-0.1	0.0	-7	0	0
Cc1cc(Cl)c(S(=O)(=O)N2CCCCCC2)cc1OCC(N)=O	-6	-4	11	4	0.4	0.9	-3	1	6
CC(C)(C)OC(=O)N1CCC(c2cc(=O)n3[nH]cc(C(=O)NC4CCCC4)c3n2)CC1	-13	·	5	-2	-0.2	-0.6	·	-11	2
Cc1cc(NC(=O)c2ccc(S(=O)(=O)N3CCCC3)cc2)nc2c1c(=O)oc1ccccc12	·	6	1	3	-0.2	·	-2	-5	·
COc1cccc(C(=O)NCCC(=O)NCc2cc(=O)n(C)c(=O)n2C)c1	·	29	1	0	0.5	·	-2	5	·
OC(c1ccccc1)c1nccn1Cc1ccccc1 (stereo unspecified)	-4	-15	2	-13	0.1	-0.6	-3	-1	-3
O=C(Cn1c(=S)nc2ccccn21)N1CCc2ccccc2C1	-5	4	1	3	-0.3	-0.3	12	12	13
CCOC(=O)C1=C(C)NC(C)=C(C(=O)OCC)C1c1cc2ccc(C)cc2[nH]c1=O	16	-4	3	14	0.6	0.7	2	1	-16
Cc1ccc(S(=O)(=O)N2CCN(C(=O)CCCOc3ccc(Cl)cc3C)CC2)cc1	18	-18	8	5	1.5	0.1	0	-4	9
COc1ccc(Nc2oc(/C=C/c3cc(OC)c(OC)c(OC)c3)nc2C#N)cc1	·	-3	0	1	-1.4	-1.4	-1	-4	3
Cc1cccc(CSc2nnc(-c3ccco3)o2)c1	-6	3	3	0	0.2	-1.7	-5	·	15
CCN(CC)CCNCC1C(=O)O[C@@H]2C[C@@]3(C)CCC[C@H](C)C3=C[C@H]12 (stereo partly specified)	-8	6	5	-14	0.8	-0.6	3	2	11
c1ccc(-c2nc(-c3cccnc3)cs2)cc1	0	11	0	19	-0.8	0.4	-2	-8	-6
Cc1ccccc1OCC(=O)O/N=C(\N)c1ccncc1	-2	-18	-1	2	-0.7	0.0	-13	5	8
Cc1csc2nc(CSc3nc4ccccc4o3)c(Br)n12	-4	0	21	2	1.3	0.3	-6	2	36*
O=C(C1CC1)N1CCc2cc(Br)cc(S(=O)(=O)NCc3ccco3)c21	-13	4	1	3	-0.1	-0.6	4	-31*	-14
COc1ccc(OC)c(CNC(=O)c2ccc(NC(=O)c3nsc4ccccc34)cc2)c1	·	-12	0	-5	-0.1	0.4	0	-2	-9
Nc1nc(SCC(=O)NCc2ccco2)[nH]c(=O)c1-c1ccccc1	-36	-2	1	-7	-0.6	0.3	6	11	0
CN(C(=O)c1ccncc1)c1nnc(-c2ccncc2)s1	-9	9	1	3	0.1	0.3	0	-8	2
CC1CCCCN1S(=O)(=O)c1ccc([N+](=O)[O-])cc1 (stereo unspecified)	·	7	2	-2	-0.2	·	4	0	·
COc1cccc(/C=N/Nc2ccc([N+](=O)[O-])cc2)c1O	12	-24	13	1	9.0	3.6	-4	-3	-3
O=C(Cn1ncc2c1-c1ccccc1OC2)Nc1cccc(Cl)c1	-7	-2	21	0	2.7	0.2	·	5	-3
COc1ccc2c(c1)c(=O)oc1cc3oc(C)c(C)c3cc12	2	·	1	6	0.0	0.3	0	0	0
CCCCN(C)CCCN1C(=O)C2C(C(=O)Nc3cccc(OC)c3)C3C=CC2(O3)C1C(=O)NC1CCCCC1C (stereo unspecified)	-13	3	2	4	0.8	1.6	-14	-2	-14
Cn1cc(CCCC(=O)NCc2cccc(Br)c2)c2ccccc21	·	-15	4	2	0.4	0.6	1	-28	·
COc1ccc(CN2CCC(n3nccc3NC(=O)c3cccc(F)c3)CC2)cc1O	-20	-10	10	-2	0.3	0.3	-2	-1	7
Cc1ccc(C2/C(=C(\O)c3cnn(-c4ccccc4)c3C)C(=O)C(=O)N2CCN(C)C)o1 (stereo unspecified)	-2	-1	2	-1	-0.4	-0.6	-5	31	9

High-throughput results from PubChem.
